B2AR arrestin: beta2AR (human) beta-arrestin recruitment activity. Potency, µM (titrated, usually from 46.1 µM), without a hit: top-dose activation, hits mostly activators. 330,000 tested, 0.02% active. P07550. beta-arrestin recruitment to beta2AR, cell-based reporter;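 further: potency means the concentration at half of the fitted maximal effect; 0% = DMSO controls and full agonism = EC100 isoproterenol or metaproterenol; nearly all actives have a fitted effect of over 65% in size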
Target sequence (P07550 whole entry, looked up): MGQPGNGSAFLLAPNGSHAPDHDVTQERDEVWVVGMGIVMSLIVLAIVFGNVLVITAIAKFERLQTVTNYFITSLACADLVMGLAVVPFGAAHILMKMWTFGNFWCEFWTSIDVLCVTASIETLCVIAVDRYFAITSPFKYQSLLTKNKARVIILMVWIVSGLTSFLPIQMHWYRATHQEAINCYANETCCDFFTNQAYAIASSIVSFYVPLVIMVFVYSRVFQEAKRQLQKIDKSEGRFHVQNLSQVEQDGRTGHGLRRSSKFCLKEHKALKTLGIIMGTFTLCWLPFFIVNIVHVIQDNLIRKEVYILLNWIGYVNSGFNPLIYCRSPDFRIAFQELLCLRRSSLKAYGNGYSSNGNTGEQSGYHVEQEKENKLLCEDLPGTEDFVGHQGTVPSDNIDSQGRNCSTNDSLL
BCR signal inh: chronic active BCR signaling inhibition; ABC-DLBCL IkBa-CBG/CBR reporter, luminescence ratio, 4 h; Potency, µM (highest dose often 46.1 µM), without a hit: top-dose ratio change, negative = lower green/red ratio, actives largely listed as inhibitors; 340,000 tested, 0.05% active; AID 493014; active means well fitted inhibition curve with a large enough effect in the signal ratio, with a control signal flat, not every such curve was filed as active; inconclusive means small, poorly fitted or top-dose-only effect, or effect the other way, or a change in a side signal; the % refers to the signal ratio;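 further: potency means the concentration at half of the fitted maximal effect; plate controls were basal doxycycline-induced cells for no effect and cells given 10 µM MG132 for full effect; MG132 reads +100%, hits lower the ratio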
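TMD8 ABC-DLBCL cells carrying doxycycline-inducible green luciferase fused to IkappaBalpha plus unfused red luciferase were exposed to compounds (up to 46 uM) for 4 hrs at 37C. Activity came from the overlap-corrected green/red luminescence ratio.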
hERG WT inh: blocks the wildtype human KCNH2 potassium channel; activity change, % at 1.84 µM; U2OS, BacMam KCNH2, thallium flux FluxOr; stronger effect = lower value; 340,000 tested, 0.37% active; Q12809;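 active means maximum activity change below -70%; inconclusive means maximum activity change between -70% and -50%; inactive means maximum activity change above -50%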
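U2OS cells were transduced with wild-type KCNH2 virus (2.03 x 10^8 / mL) for 4 h at room temperature, then cultured overnight at 37 C. Thallium flux was read with FluxOr dye. Rate constants were normalized to DMSO controls.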
USP2a block: USP2a (human) protease inhibition | Potency, µM (series often up to 38.3 µM), for the others: top-dose activity change, negative = inhibition, usual class: inhibitors | AID 463254 | USP2 core, Ub-CHOP2 coupled fluorogenic reporter, 485/531 | 330,000 tested, 0.01% active | O75604;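 further: potency means the concentration at half of the fitted maximal effect; plate controls were DMSO wells for no effect and full inhibition by NEM control for full effect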
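Deubiquitinase activity read as fluorescence (485/531 nm) after Ub-CHOP2 cleavage activates the enterokinase reporter on its substrate; USP2 core 10nM, Ub-CHOP2 and substrate 25nM each, 30min compound preincubation then 60min RT; data normalized to NEM, curves fitted.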
GALK inh: galactokinase (human) inhibition | P51570 | Purified GALK, Kinase-Glo residual ATP luminescence | Potency, µM (titrated, usually from 57.5 µM), inactives show at the top dose activity change, negative = inhibition, hits mostly inhibitors | 270,000 tested, 0.007% active | AID 1868; further: potency means the concentration at half of the fitted maximal effect
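Kinase-Glo Plus luminescence measured ATP left after a 1 h room-temperature reaction. The reaction used 5 nM GALK, 100 uM galactose and 35 uM ATP at pH 8.0 (20 mM HEPES, 5 mM MgCl2, 60 mM NaCl, 1 mM DTT, 0.01% BSA).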
KCNH2 3.1 inh: inhibitors of human KCNH2 3.1 potassium channel isoform; activity change, % (tested at about 1.8 µM); U2OS KCNH2 3.1, thallium flux FluxOr; stronger effect = lower value; 340,000 tested, 0.95% active;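 active means maximum activity change below -70%; inconclusive means maximum activity change from -70% to -50%; inactive means maximum activity change above -50%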;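 further: thallium influx rate constant from kinetic fluorescence after stimulation buffer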
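Steps: virus added to U2OS suspension (4 h, RT, dark); medium with 10% FBS added, cells plated, 37 C overnight; FluxOr/Red40 loading buffer 45 min RT; stimulation buffer, 2 min kinetic read; rate constant normalized.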
PKM2 activator: activators of human pyruvate kinase M2 | P14618 | purified PKM2, Kinase-Glo ATP luminescence, activation; response scale: 0% is enzyme alone, no compound | Potency, µM (series often up to 57.5 µM), for the others: top-dose activation, hits mostly activators | 260,000 tested, 0.34% active; further: potency means the concentration at half of the fitted maximal effect; nearly all actives have a fitted effect of over 55% in size
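Purified hPK-M2 (>95% pure) converted ADP (0.1 mM final) to ATP with 0.5 mM PEP in 50 mM imidazole pH7.2, KCl, MgCl2, Tween 20, BSA; 1 h at room temperature. ATP detected by Kinase-Glo luminescence.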
Giardia killer: kills Giardia lamblia; Giardia lamblia trophozoite viability; activity change, % at 7.66 µM, hits read low; 340,000 tested, 0.15% active; in the data active means activity change below about -80%; inconclusive means between about -30% and that limit;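 further: parasites exposed to compound for two days anaerobically before the ATP read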
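Trophozoite viability was measured as ATP-dependent luminescence, read 15-30 min after reagent addition. Before that, parasites at 100 cells/well were exposed to compounds for 48 h, anaerobically, at 37 deg C.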
Coupling enz: coupling enzyme interference in Giardia aldolase counter-screen; activity change, negative = inhibition, % at 58.2 µM, hits read low; coupling enzyme system counterscreen, AmpLite Red fluorescence; 290,000 tested, 0.67% active; AID 2472; in the data active means activity change below about -30%
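First, compound is pin-transferred into glyceraldehyde-3-phosphate coupling-enzyme reagent at 57.5 uM final and held 10 min at RT. Next, substrate, coupling system and AmpLite Red are added. After 20 min RT, fluorescence (525/598 nm) is read.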
uPA generation: inhibitors of cell surface uPA generation. Potency, µM (top dose mostly 38.3 µM), for inactives: top-dose activity change, negative = inhibition, actives largely listed as inhibitors. cell surface uPA generation assay, qHTS. 330,000 tested, 0.31% active; active means well fitted inhibition curve with a large enough effect; inconclusive means small, poorly fitted or top-dose-only effect; inactive means no such curve, though single readings can be large or run the other way; tested in mouse RAW 264.7 cells; further: potency means the concentration at half of the fitted maximal effect; nearly all actives have a fitted effect of over 55% in size
Eya2 inh: blocks the phosphatase activity of human Eya2. AID 488837. recombinant Eya2, OMFP fluorescence dephosphorylation (OMFP is methylfluorescein phosphate). O00167. 330,000 tested, 0.006% active. Potency, µM (highest dose often 76.9 µM), for the others: at the highest dose activity, negative = inhibition, usual class: inhibitors; further: potency means the concentration at half of the fitted maximal effect
Target sequence (O00167 whole entry, looked up): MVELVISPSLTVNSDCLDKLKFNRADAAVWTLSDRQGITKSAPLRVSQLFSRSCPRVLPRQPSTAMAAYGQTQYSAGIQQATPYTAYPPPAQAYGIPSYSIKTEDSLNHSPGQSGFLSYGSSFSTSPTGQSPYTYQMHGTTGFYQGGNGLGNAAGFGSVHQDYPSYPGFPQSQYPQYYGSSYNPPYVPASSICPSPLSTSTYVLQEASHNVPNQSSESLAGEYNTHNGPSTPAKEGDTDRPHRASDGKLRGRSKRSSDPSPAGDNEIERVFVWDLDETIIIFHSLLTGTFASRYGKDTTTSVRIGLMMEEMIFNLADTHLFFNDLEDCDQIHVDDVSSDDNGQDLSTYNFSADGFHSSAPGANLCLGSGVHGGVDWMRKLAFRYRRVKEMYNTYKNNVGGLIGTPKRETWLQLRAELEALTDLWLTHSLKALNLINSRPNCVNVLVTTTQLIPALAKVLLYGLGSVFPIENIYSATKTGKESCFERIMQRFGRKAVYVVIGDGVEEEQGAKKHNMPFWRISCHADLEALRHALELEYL
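Eya2 (0.2 uM) preincubated 10 min at ambient with compound, then OMFP substrate added at 50 uM; 10 min reaction in 50 mM HEPES pH 7.5, 50 mM NaCl, 5 uM MgCl2, 0.05% BSA, 1 mM DTT. Fluorescence read at Ex 485/Em 525 nm.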
Numbers without * were called inactive; ? = inconclusive; . = no result given; & = joins results of further samples. Unless noted, the call rests on the fitted dose curve; in most records, active means well fitted curve in the direction sought with a large enough effect; inconclusive means small, poorly fitted or top-dose-only effect, or another doubt; inactive means no such curve, though single readings can be large; an effect the other way counts as inactive or inconclusive. Unless noted, on the % scale 0 is the no-effect control and ±100 the full control effect.

SMILES	B2AR arrestin	BCR signal inh	hERG WT inh	USP2a block	GALK inh	KCNH2 3.1 inh	PKM2 activator	Giardia killer	Coupling enz	uPA generation	Eya2 inh
O=C(CN(C1CCCCC1)S(=O)(=O)c1ccccc1)NCc1cccnc1	0.0%	-1.9%	-4.8	-1.1%	-2.4%	8.1	3.8%	10.5	0.6	0.5%	-1.0%
Oc1cc(-c2ccc(N3CCCCC3)nc2)cc2cccnc12	-0.9%&0.1%	?	.	-1.5%&-1.2%	.	.	.	-13.8	.	?	-21.6%&1.0%
COCCN1CC(C(=O)NCc2ncccc2C)CCC1=O (stereo not given)	-0.1%	5.7%	-8.0	0.5%	-6.3%	-22.1	-0.4%	0.3	.	8.5%	-0.5%
CCCC(CCC)C(=O)Nc1ccc2c(c1)N(C(=O)CCN1CCN(C)CC1)c1ccccc1CC2	-0.1%	-7.2%	4.4	-4.9%	4.0%	-11.3	-1.4%	4.2	-0.4	-5.7%	-14.5%
CC(=O)N1CCc2cc(S(=O)(=O)NCCC(=O)NC3CCN(Cc4ccccc4)CC3)ccc21	-0.2%	3.2%	-5.1	0.8%	0.1%	5.4	10.1%	4.5	0.1	3.3%	6.0%
CCOC(=O)c1sc(-c2ccc(OC)cc2)cc1N	0.2%	?	2.1	3.5%	-2.2%	-0.5	12.1%	19.0	-1.4	-11.1%	-6.7%
COc1ccc(-n2nc(C(=O)NCC(=O)Nc3cc(Cl)c(OC)cc3OC)c3ccccc3c2=O)cc1	0.0%	4.0%	4.0	1.2%	0.7%	-23.9	0.5%	6.3	-2.5	-7.6%	-11.8%
CCC1CCC(N2CCN(c3ccc(F)cc3)CC2)CC1 (stereo not given)	-0.4%	0.5%	47.5	-2.6%	5.3%	-24.0	1.3%	-16.4	2.7	?	4.3%
Cc1ccccc1C(=O)N=c1ccn(-c2nc3ccccc3nc2NS(=O)(=O)c2ccccc2)cc1	-0.1%	-9.6%	0.3	-0.3%	3.1%	-6.9	.	11.0	2.8	-3.7%	0.9%
CCCCc1c(C)[nH]c(=S)[nH]c1=O	3.0%	-10.1%	-26.0	-1.6%	-1.4%	6.9	12.9%	-9.3	-2.7	-4.5%	?
COc1ccc(CNC(=O)c2ccc(CN3CCOCC3)cc2)cc1	-0.9%	18.6%	8.1	3.5%	2.0%	-2.8	-2.1%	0.8	0.8	-0.4%	3.8%
CCCn1c(SCC(=O)NC(C)C)nc2sc3c(c2c1=O)CCC3	-0.6%	11.9%	5.1	2.2%	-0.7%	-5.1	2.1%	10.4	2.1	-4.5%	8.8%
O=C(CSc1nnc2c(n1)[nH]c1ccc(F)cc12)NC1CC1	-0.5%	1.0%	0.4	-9.6%	-1.2%	-5.4	4.7%	-15.7	3.4	0.0%	-19.0%
O=C(c1ccccc1)c1cccc(NC(=O)C2CC2)c1	-0.5%	?	-5.4	-2.4%	0.8%	-0.1	1.3%	5.1	-0.7	0.6%	-1.2%
Cc1ccc(S(=O)(=O)N2CCN(C(=O)CSc3nc4ccccc4c(=O)[nH]3)CC2)cc1	0.0%	4.5%	2.1	0.2%	0.0%	-2.2	-10.3%	-8.4	0.8	2.8%	13.7%
Cc1ccc(Cl)cc1N(CC(=O)NC1CCCC1)C(=O)c1csnn1	0.0%	2.1%	-7.2	0.2%	-0.2%	11.8	3.9%	0.7	0.9	-1.7%	-1.7%
CCOC(=O)N1CCC(=NNC(=O)c2cc3ccccc3cc2O)CC1	-0.6%	-2.7%	-5.1	-0.1%	-3.0%	20.3	-0.9%	-3.1	0.4	3.2%	6.5%
CC1(C)C2CC=C(/C=N/n3cnnc3)C1C2 (stereo not given)	0.4%	2.2%	-8.9	1.1%	-0.7%	-0.6	1.1%	-16.4	0.3	3.1%	-1.0%
CC(C)CC(=O)N1CCN(Cc2ccc3c(c2)OCO3)CC1	-0.3%	-9.2%	-132.5*	-0.8%	0.1%	16.3	-4.9%	13.9	0.2	-2.0%	11.0%
O=S(=O)(c1ccc(-c2ccccc2)cc1)N1CCOCC1	.	.	2.3	.	2.1%	9.0	0.8%	-12.9&-3.7	2.4	0.0%	.
N#Cc1cc(-c2ccccc2)nc(Oc2ccccc2)n1	0.2%	-13.5%	.	1.2%	-3.7%	-14.4	1.1%	7.4	-0.5	?	-1.5%
COc1ccc(CCNC(=O)C(=O)NCC2OCCCN2S(=O)(=O)c2cc(C)ccc2C)cc1 (stereo not given)	0.0%	0.4%	-6.9	-11.0%	0.4%	.	0.1%	-2.6	.	-1.9%	-0.3%
CC(=O)Nc1ccc(Nc2ccc3c4c(cc(=O)n3C)-c3ccccc3C(=O)c24)cc1	-0.2%	8.5%	-2.7	3.3%	8.8%	0.6	-2.8%	1.3	-3.3	-8.2%	6.7%
Cc1c(C)c2c(c(C)c1O)CCC(C)(C(=O)O)O2 (stereo not given)	-0.7%	11.0%	-10.6	14.6%	.	7.5	.	-14.3	.	23.2%	-13.3%
CCN(CC)C(=O)Cn1c(=O)n(C)c2ccccc21	-0.1%	16.8%	-9.2	2.6%	-0.1%	-1.5	0.3%	-1.6	2.2	2.5%	13.0%
Cc1ccc([N+](=O)[O-])cc1S(=O)(=O)NCCc1cn2ccccc2n1	-1.2%	?	12.7	0.0%	-0.3%	16.9	-1.5%	-7.7	3.8	2.8%	6.3%
Cc1ccc(Cl)cc1NC(=O)c1ccccc1OCC(=O)Nc1ccc(Cl)cc1	0.0%	5.6%	.	-0.8%	1.3%	-22.5	-9.3%	-0.4	1.2	3.7%	-8.9%
CCNc1[nH]c(=O)n(C)c(=O)c1N=O	-0.5%	-0.6%	1.1	-1.9%	-1.6%	-1.4	-3.8%	-9.4	-5.8	2.9%	0.2%
Cc1ccc(-c2cc(=O)c3ccc(Cl)cc3[nH]2)cc1	0.0%	7.3%	-12.8	-0.2%	-2.9%	9.5	2.2%	-3.2	-0.6&-1.0	5.0%	3.9%
COc1ccc(CCNC(=O)CCC(=O)NC2CCCCC2)cc1OC	-0.7%	3.0%	2.6	2.0%	-6.0%	34.5	-1.0%	-6.5	3.8	0.8%	5.9%
CCOP(=O)(c1ccccc1)C(O)c1ccc([N+](=O)[O-])cc1 (stereo not given)	-0.5%	3.5%	-6.7	3.2%	-6.8%	3.2	0.3%	9.8	2.6	4.5%	-2.1%
CN(C)CCN1C(=O)C(=O)/C(=C(/O)c2ccccc2)C1c1ccccc1F (stereo not given)	-0.1%	3.9%	4.7	1.5%	0.4%	-10.4	20.8%	15.6	4.3	-2.2%	16.4%
CCCCc1ccc(NC(=S)NCCc2ccc(F)cc2)cc1	3.0%	?	-26.2	0.4%	3.1%	-17.0	-0.9%	-3.1	-4.7	0.5%	-15.9%
Cc1cc(C(=O)CSc2nc(N)cc(=O)[nH]2)ccc1F	-0.3%	1.8%	-7.0	-0.8%	-2.0%	7.4	.	8.4	2.1	10.9%	4.3%
Nc1nc2ccc(Oc3ccccc3)cc2s1	-0.2%	?	11.4	0.9%	-6.0%	37.0	2.1%	-21.3	4.8	-3.4%	7.2%
CC(C)c1ccc(CN(C)C(=O)c2ccc(S(=O)(=O)NCc3ccco3)cc2)cc1	0.6%	?	2.5	1.6%	.	-16.2	.	8.1	.	?	16.5%
CCN1CCCC(OC(=O)C(c2ccccc2)c2ccccc2)C1 (stereo not given)	-0.2%	-0.5%	89.0	1.4%	.	?	.	8.4	4.6	-18.0%	7.1%
Cn1c(=O)n(C)c2cc(C(=O)Nc3ccc(Br)cc3)ccc21	-0.9%	-1.9%	6.6	3.6%	-1.6%	-3.9	.	9.9	-1.1	-0.3%	-2.1%
CCn1c(SCC(=O)Nc2nnc(C)s2)nnc1-c1ccco1	0.1%	0.1%	-11.4	2.1%	1.5%	-21.3	1.7%	1.8	-0.5	.	-4.5%
CN(C)CCCN(C(=O)c1ccc(S(=O)(=O)N(C)C)cc1)c1nc2ccc(F)cc2s1	0.0%	7.7%	.	1.6%	6.5%	-7.6	-3.5%	-0.1	2.1	-8.7%	-8.4%

Some entries already given with just Giardia killer:
SMILES | Giardia killer
CCCn1c(SCC(=O)NC(C)C)nc2sc3c(c2c1=O)CCC3 | 10.4
O=C(c1ccccc1)c1cccc(NC(=O)C2CC2)c1 | 5.1
Oc1cc(-c2ccc(N3CCCCC3)nc2)cc2cccnc12 | -13.8

From PubChem
